Source: PubChem BioAssay
CBFb RUNX1 block: CBF-beta/RUNX1 interaction disruption. 230,000 tested, under 10 active. AlphaScreen CBFb-His/RUNX1-biotin binding, biochemical. AID 1477. Q01196+Q13951. Potency, µM (doses to about 59.8 µM), for the others: top-dose activity, negative = inhibition, hits mostly inhibitors; further: % of control where 0% means no effect
Target sequence (Q01196 whole entry, looked up): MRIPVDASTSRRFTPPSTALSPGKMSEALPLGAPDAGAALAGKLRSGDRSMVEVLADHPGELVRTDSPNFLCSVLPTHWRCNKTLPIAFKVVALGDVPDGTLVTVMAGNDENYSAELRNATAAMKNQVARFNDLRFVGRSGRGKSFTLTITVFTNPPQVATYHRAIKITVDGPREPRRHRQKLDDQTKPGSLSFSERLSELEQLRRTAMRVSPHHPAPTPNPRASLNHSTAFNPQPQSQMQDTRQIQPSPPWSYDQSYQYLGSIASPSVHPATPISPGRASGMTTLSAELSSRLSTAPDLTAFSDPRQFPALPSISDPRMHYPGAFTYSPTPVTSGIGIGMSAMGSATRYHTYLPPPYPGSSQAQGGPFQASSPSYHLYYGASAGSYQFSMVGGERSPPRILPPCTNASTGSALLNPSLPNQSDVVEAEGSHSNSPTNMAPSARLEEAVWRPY
Target sequence (Q13951 whole entry, looked up): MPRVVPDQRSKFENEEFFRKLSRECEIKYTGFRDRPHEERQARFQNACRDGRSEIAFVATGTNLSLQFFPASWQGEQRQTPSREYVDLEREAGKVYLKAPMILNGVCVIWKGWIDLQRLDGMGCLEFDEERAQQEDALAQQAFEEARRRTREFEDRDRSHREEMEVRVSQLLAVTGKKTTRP
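Read-out: AlphaScreen. Format: His-CBF-beta with biotinylated RUNX1 (30 nM each) preincubated 20 min, compound 15 min, Ni-chelate plus streptavidin beads 90 min; room temperature throughout.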
Lamin A splicing: modulators of lamin A splicing | Potency, µM (doses to about 46.1 µM), for inactives: top-dose ratio change, negative = inhibition, hits mostly inhibitors | 200,000 compounds, 0.01% hits | HeLa LMNA splicing GFP/RFP minigene ratio, 48 h | AID 1487; active means well fitted inhibition curve with a large enough effect in the signal ratio, with a control signal flat, not every such curve was filed as active; inconclusive means small, poorly fitted or top-dose-only effect, or effect the other way, or a change in a side signal; the % refers to the signal ratio; further: potency means the concentration at half of the fitted maximal effect; on the % scale 0 is the no-effect control and ±100 the full control effect
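S3 HeLa stable clones carrying a lamin A-EGFP splicing minigene plus DsRed2 were seeded at 600 cells/well in Opti-MEM with 2% FBS, pin-dosed and incubated 48 h at 37°C. Acumen cytometry (488 nm) gave the GFP/RFP total-intensity ratio.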
HTT ATP protect: protects HTT-Q103 PC12 cells, measured by ATP | PC12 HTT-Q103 induced, cytoprotection, ATP luminescence, 40 h | Potency, µM (highest dose often 56.4 µM), without a hit: cytoprotection (ATP increase), actives largely listed as activators | 230,000 compounds, 0.14% hits | AID 1471;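 further: potency means the concentration at half of the fitted maximal effect; % of control where 0% means no effect; nearly all actives have a fitted effect of over 45% in size; toxic huntingtin expression switched on by the ecdysone agonist tebufenozide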
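Compounds added alongside 100 nM tebufenozide, which induces toxic Q103 huntingtin exon 1-GFP in stable PC12 cells; surviving cells quantified by luminescent ATP measurement. Medium: phenol red-free DMEM, 5% equine and 5% calf serum.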
SMN2 splice enh: increases expression of the SMN2 splice variant | Potency, µM (series often up to 46.1 µM), for the others: top-dose activity change, positive = activation, hits mostly activators | AID 1458 | HEK293 SMN2-luciferase splicing reporter, luminescence, 30-36 h | 210,000 compounds, 2.8% hits; further: potency means the concentration at half of the fitted maximal effect; % of control where 0% means no effect; nearly all actives have a fitted effect of over 55% in size
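HEK293 cells carry an SMN2 minigene-luciferase reporter in which exon 7 inclusion puts luciferase in frame. Cells were seeded at 2000 cells/well, attached for 10-12 hours, then exposed to compounds for 30-36 hours at 37C before ONE-Glo luminescence.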
Luc counter: counter-screen: inhibitors of Kinase-Glo firefly luciferase; Kinase-Glo luciferase, ATP luminescence, 8 min; Potency, µM (top dose mostly 38.3 µM), inactives show top-dose activity change, negative = inhibition, usual class: inhibitors; 200,000 compounds, 0.28% hits; AID 1379; further: potency means the concentration at half of the fitted maximal effect; on the % scale 0 is the no-effect control and ±100 the full control effect; nearly all actives have a fitted effect of over 60% in size
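Substrate mix (final 50 mM imidazole pH 7.2, 50 mM KCl, 7 mM MgCl2, 10 uM ATP, 0.01% Tween 20, 0.05% BSA) plus pin-tool compound, then Kinase-Glo detection mix; 8 min ambient, luminescence read.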
HTT aggregate: inhibitors of mutant huntingtin aggregate formation in PC12 cells; AID 1688; Potency, µM (titrated, usually from 46.1 µM), inactives show top-dose activity change, negative = inhibition, usual class: inhibitors; 220,000 compounds, 1.1% hits; PC12 HttQ103-GFP aggregates, Acumen cytometry, 40 h; further: potency means the concentration at half of the fitted maximal effect; on the % scale 0 is the no-effect control and ±100 the full control effect; nearly all actives have a fitted effect of over 60% in size
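Using laser scanning cytometry, GFP-positive aggregates were counted after lysis of PC12 cells induced with 100 nM tebufenozide to express HTT exon 1 Q103–GFP. Compounds were tested in titration.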
IMPase Li inh: membrane-permeable IMPase blocker, potentiated with lithium; CHO-M1 cells, IP1 TR-FRET (IP-One), carbachol + lithium; 210,000 compounds, 0.35% hits; Potency, µM (doses to about 59.4 µM), for the others: top-dose activity, negative = IMPase inhibition, most hits filed as inhibitors; AID 1457;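 further: IP1 builds up when IMPase is blocked and the TR-FRET signal falls; potency means the concentration at half of the fitted maximal effect; plate controls were basal vehicle for no effect and high inhibitor control for full effect; nearly all actives have a fitted effect of over 50% in size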
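Lithium-sensitised IP1 accumulation assay; M1-expressing CHO cells treated 30 min at 37C with compound. Competitive antibody detection by time-resolved FRET followed a 10 min room-temperature lysis step.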
An asterisk follows results filed as active; ? = inconclusive; . = not tested or not shown; & = joins results of further samples; [ ] = dose if it differs, or a comment. Unless noted, the call rests on the fitted dose curve; in most records, active means well fitted curve in the direction sought with a large enough effect; inconclusive means small, poorly fitted or top-dose-only effect, or another doubt; inactive means no such curve, though single readings can be large; an effect the other way counts as inactive or inconclusive.

Molecule,CBFb RUNX1 block,Lamin A splicing,HTT ATP protect,SMN2 splice enh,Luc counter,HTT aggregate,IMPase Li inh
COc1ccccc1NC(=S)N1CCN(Cc2ccccc2)CC1,1%,13%,17%[10 µM],-2%,-1%,5%,3%
CCC(C)N1C(=O)c2ccccc2C1C(=O)NC1CCCCCC1 (configuration not stated),4%,16%,1%,-24%,0%,11%,5%[38.3 µM]
O=C(O)CCn1cc(/C=C\C(=O)c2ccc(Cl)cc2)c(-c2cccc(Br)c2)n1,3%,?,.,0%,0%,?,8%
CCOC(=O)CC(NC(=O)CCc1c(C)nc2ncnn2c1C)c1ccc(C)cc1 (configuration not stated),3%,2%[46 µM],-6%,-5%&-12%,1%,21%,-1%
O=c1cc(CN2CCN(c3ccccc3F)CC2)c2cc3c(cc2o1)CCCC3,-1%,16%,1.1µM*,13%,-3%,0.63µM*,36%[activator][38.3 µM]
CCOC(=O)Cc1csc(NC(NC(=O)OCC)(C(F)(F)F)C(F)(F)F)n1,1%,3%,-8%,8%,1%,17%[9.22 µM],-8%[38.3 µM]
COc1ccc([N+](=O)[O-])cc1NC(=O)C(C)OC(=O)c1cccnc1Cl (configuration not stated),-1%,.,9%[10 µM],-3%,-2%,-7%,4%
CCOC(=O)c1ccc(NC(=O)CSc2nnc(-c3ccncc3)n2C)cc1,1%,6%,10%,-3%,2%,-12%,18%[38.3 µM]
CC(C)N(C(=O)CSc1nnc(Cc2csc(Nc3ccccc3)n2)o1)C(C)C,-19%,-2%[9.22 µM],-47%[inhibitor],-57%[inhibitor],-5%,-3%,19%
O=C(CSc1nnc(-c2cccnc2)n1-c1ccccc1)N1CCN(c2ccc(F)cc2)CC1,-3%,-8%,-14%,-31%,-1%,7%,34%[activator][38.3 µM]
COC(=O)c1ccc(COc2ccccc2/C=N/Nc2cccc(C(=O)O)c2)cc1,-9%,-28%[46 µM],10%[10 µM],.,-2%,30%,10%
O=C(CSc1cccc[n+]1[O-])Nc1ccc2c(c1)OCO2,-12%,.,?,11%,-1%,6%,2%
CCN(CC)C(=O)c1cc(-c2ccccc2OC)on1,7%,6%,0%,12%,-9%,-16%,-7%[38.3 µM]
CC(OC(=O)CCc1nc2ccccc2c(=O)[nH]1)C(=O)Nc1ccc2c(c1)OCO2 (configuration not stated),0%,.,-6%[10 µM],.,.,-9%[9.22 µM],.
CCN(CC)CCN(C(=O)CCOc1ccccc1)c1nc2c(F)cc(F)cc2s1,6%,-2%[9.22 µM],-13%,-12%,4%,10%,7%
O=S1(=O)CC(O)C(N(CCO)C(=S)Nc2ccccc2)C1 (configuration not stated),9%,.,0%[10 µM],.,.,7%[9.22 µM],.
CC(=NCc1ccco1)c1c(C)[nH]n(-c2nc3ccccc3s2)c1=O,-1%,2%,-58%[inhibitor],.,.,15%,.
Cc1n[nH]c2ccccc2c1=O,.,.,0%[10 µM],0%[9.22 µM],-4%[7.66 µM],.,3%
OCCn1c(CSc2nc3ccccc3n2CCO)nc2ccccc21,-3%,-2%,3%,1%,7%,-2%,2%[38.3 µM]
O=C(O)CC(C(=O)Nc1cccc(C(F)(F)F)c1)C1CCCO1 (configuration not stated),7%,?,-10%,-4%,-1%,12%,-9%[38.3 µM]
COc1ccccc1NC(=O)Cn1cnc2c(oc3ccccc32)c1=O,-1%,-3%,-10%,-10%,-2%,6%,-3%[38.3 µM]
COc1ccc(N(CCCN2C(=O)c3cccc4cccc(c34)C2=O)C(=O)c2ccncc2)cc1,9%,-2%[46 µM],-27%[10 µM],5%,-1%,4%,12%
COc1cc(C(=O)N(Cc2cc3ccccc3[nH]c2=O)CC2CCCO2)cc(OC)c1OC (configuration not stated),-5%,-2%,-3%[0.074 µM],.,.,17%,.
O=C(NC1CCCc2ccccc21)c1ccc(CNc2c(N3CCOCC3)c(=O)c2=O)cc1 (configuration not stated),3%,0%,-8%[10 µM],5%,2%,18%,6%
O=C(CCS(=O)(=O)c1ccccc1)Nc1nc2c(s1)COc1ccccc1-2,-1%,?,-1%,-3%,-4%,?,7%[38.3 µM]
CC(C)(C)c1ccc(C(=O)NCC(=O)O)cc1,3%,.,9%[10 µM],.,2%,-2%[9.22 µM],6%
Cc1ccc(CSc2nc3c(c(=O)[nH]2)C(c2ccncc2)C2=C(CCCC2=O)N3)cc1 (configuration not stated),6%,-5%,?,-5%,0%,13%,25%[38.3 µM]
Cc1ccc(-c2nc(C#N)c(NCCN3CCCCC3)o2)cc1,-4%,5%,-9%,.,0%,5%,-6%[38.3 µM]
CN1/C(=C\C(=O)C[n+]2cccc(C(N)=O)c2)C(C)(C)c2ccccc21,6%,?,-52%[inhibitor][10 µM],2%,4%,-13%,3%
CCSc1ccc(-c2ccco2)nn1,-12%,.,-19%,24%,-19%,-5%,-2%
COC(=O)CCC(=O)OC1(C)C(=O)C=C2C=C(C3CC3)N(C3CCCC3)C=C2C1=O (configuration not stated),11%[13.1 µM],10%[9.22 µM],10%&-9%[10 µM],3%[9.22 µM],-3%[7.66 µM],10%[9.22 µM],5%
O=C(O)CCCCCN1C(=O)/C(=C\c2ccncc2)SC1=S,6%,?,13%[10 µM],-16%[1.84 µM],-2%,-32%,8%
CN(C)c1ccc(P(=O)(CC(=O)N/N=C/c2ccc(C#N)cc2)OCCCl)cc1 (configuration not stated),-3%,?,-50%[inhibitor],5%,1%,-8%,-4%
N#C/C(=C\Nc1ccc(F)c(Cl)c1)S(=O)(=O)c1ccccn1,-10%,?,16%[10 µM],.,.,18%[9.22 µM],.
CCOc1nc(N(C)C)nc(-n2nnc(C(C)=O)c2C)n1,4%,-3%,-36%,-5%,-2%,5%,4%[38.3 µM]
CCOc1ccc(S(=O)(=O)NCc2ccc(F)cc2)c2cccnc12,-1%,3%,-7%,-5%,0%,10%,-8%[38.3 µM]
O=C(Nc1ccc(Cl)cn1)c1cc2c(s1)-c1ccccc1OC2,7%,.,11%[10 µM],.,.,7%[9.22 µM],.
Cc1cccc(NC(=S)NNC(=O)c2csc(C(C)C)c2)c1,3%,?,12%[10 µM],11µM*,1%,-3%,13%
CCc1ccc(C(=O)CC2(O)C(=O)N(CN3CCOCC3)c3ccccc32)cc1 (configuration not stated),5%,11%,-20%[0.074 µM],9%,-2%,9%,-3%[38.3 µM]
O=C(N/C(=C/c1ccco1)C(=O)N1CCc2ccccc21)c1ccco1,-21%,.,10%[10 µM],.,.,-1%[9.22 µM],.
CC1(C)CC(=O)C/C(=N\NC(=O)Cc2ccccc2)C1,9%,0%,-21%[10 µM],-3%,-1%,4%,1%
COc1cc(SC)ccc1C(=O)NC(C)C,10%,-25%[46 µM],13µM*,-2%,-1%,0%,16%
Cc1ccc(-n2ncc3c(=O)[nH]cnc32)c(C)c1,2%,11%,25%[10 µM],-4%,-2%,?,21%[38.3 µM]
Cc1cc(-c2nc(C)c(C(=O)NNS(=O)(=O)c3ccccc3)s2)no1,8%,3%[46 µM],8%[10 µM],.,.,-4%[9.22 µM],.
Cc1nn(Cc2ccccc2Cl)c(C)c1NC(=O)c1noc2c1CCCCC2,1%,?,-36%,-27%,-2%,-17%,8%[38.3 µM]
CCCCNC(=O)NNC(=O)c1ccoc1C,9%,10%,2%,34%,3%,8%,0%[38.3 µM]
CCOCCCNC(=O)C(c1ccc(OC)cc1)N(Cc1ccc2c(c1)OCO2)C(=O)c1ccccn1 (configuration not stated),1%,0%[9.22 µM],-9%,-1%,3%,12%,6%
CSC1=N/C(=C\c2ccc(Br)o2)C(=O)S1,?,-3%,2%,-7%,-7%,13%,1%[38.3 µM]
Cc1cccc(N=Cc2c(O)cc(C)oc2=O)c1,-2%,.,.,6%,-10%,13%,1%
Cc1ccc(OC(C)C(=O)O)cc1C (configuration not stated),3%,-10%,-29%[10 µM],11%,0%,-8%,0%
CCOC(=O)Cn1cnc2c(C#N)c3n(c2c1=O)CCCCC3,1%,3%,-1%,0%,4%,0%,10%[38.3 µM]
CCOC(=O)C1(CC2CC2)CCN(Cc2ccc(C(=O)OC)cc2)CC1,-1%,.,19%[10 µM],-15%,-1%,8%[9.22 µM],35%[activator]
COc1ccc(/C=N/Nc2ncnc(Cl)c2N)cc1OC,-14%,-7%,-4%[10 µM],23%,-2%,-6%,3%
CCCOC(=O)C(C)n1c(-c2ccccc2)nc2ccccc2c1=O (configuration not stated),21%,5%,-32%,-15%,-4%,18%,24%[38.3 µM]
COc1cc(-c2cc(OC)c3c(C)oc(C)c3c(=O)c2)ccc1O,-12%,?,-35%,1%,0%,-17%,17%[38.3 µM]
O=[N+]([O-])c1ccc(C2CCCC/C2=N/OCc2ccc(F)cc2)c([N+](=O)[O-])c1 (configuration not stated),-17%,3%,-28%,-32%[inhibitor],-1%,?,12%[38.3 µM]
Nc1nnc(SCC(=O)Nc2cccc(S(N)(=O)=O)c2)s1,7%,.,-11%,9%,-1%,2%,2%
O=C(Cc1ccccc1)NCC(=O)OCC(=O)c1cccs1,5%,3%,-1%,-1%,-2%,1%,-4%[38.3 µM]
Cc1ccc(C2=CSC3=NNC4(CCCCC4)NN23)cc1,-13%,-10%[46 µM],-22%,-17%,1%,-15%,9%
CCN(CC)c1ccc(C(=S)N2CCN(c3ccccc3)CC2)cc1,-8%,?,-13%[10 µM],-13%,0%,4%,13%[38.3 µM]
CCCCC(=O)Nc1ccc(C(=O)NNC(=O)c2ccc(C)c(Br)c2)cc1,-7%,0%,-6%[10 µM],.,.,?,.
